# Compound activity: PubChem, National Center for Advancing Translational Sciences (NCATS)
# D3 antag: antagonists of human D3 dopamine receptor; D3R cells, DiscoveRx beta-arrestin luminescence, antagonist mode; hits give low values; P35462; max response, negative = inhibition, %; AID 652054; actives 2.5% (n = 360,000); in the data active means max response below about -50%; inconclusive means no clear call, values can overlap the other calls; further: on the % scale 0 is the no-effect control and ±100 the full control effect; mostly tested at two doses, the higher about 12 µM
# Target sequence (P35462 whole entry, looked up): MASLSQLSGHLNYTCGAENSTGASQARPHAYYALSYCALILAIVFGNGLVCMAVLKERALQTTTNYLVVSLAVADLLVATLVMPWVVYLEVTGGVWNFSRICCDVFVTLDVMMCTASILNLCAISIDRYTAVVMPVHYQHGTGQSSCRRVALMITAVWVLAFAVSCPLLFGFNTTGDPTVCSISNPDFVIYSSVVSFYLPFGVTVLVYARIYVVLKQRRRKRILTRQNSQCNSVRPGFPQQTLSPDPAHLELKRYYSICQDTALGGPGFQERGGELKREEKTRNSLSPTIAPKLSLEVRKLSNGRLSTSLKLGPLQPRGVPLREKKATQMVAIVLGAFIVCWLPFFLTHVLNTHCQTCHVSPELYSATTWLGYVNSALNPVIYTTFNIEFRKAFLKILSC
#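 Cells plated overnight at 1500 cells/well, then exposed to library compounds with dopamine controls for 90 minutes at 37 degrees C. DiscoveRx reagent added for 30–60 minutes at room temperature; luminescence read, quantitative HTS format.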
# GLP1R inv ag: GLP-1 receptor (human) inverse agonism. P43220. HEK293 GLP-1R CRE-luciferase, luminescence, 24 h; GLP-1R form is constitutively active. Potency, µM (doses to about 38.3 µM), for inactives: at the top dose activity change, negative = inhibition, hits mostly inhibitors. actives 1.6% (n = 410,000). AID 624417; further: potency means the concentration at half of the fitted maximal effect; on the % scale 0 is the no-effect control and ±100 the full control effect; nearly all actives have a fitted effect of over 55% in size
# Target sequence (P43220 whole entry, looked up): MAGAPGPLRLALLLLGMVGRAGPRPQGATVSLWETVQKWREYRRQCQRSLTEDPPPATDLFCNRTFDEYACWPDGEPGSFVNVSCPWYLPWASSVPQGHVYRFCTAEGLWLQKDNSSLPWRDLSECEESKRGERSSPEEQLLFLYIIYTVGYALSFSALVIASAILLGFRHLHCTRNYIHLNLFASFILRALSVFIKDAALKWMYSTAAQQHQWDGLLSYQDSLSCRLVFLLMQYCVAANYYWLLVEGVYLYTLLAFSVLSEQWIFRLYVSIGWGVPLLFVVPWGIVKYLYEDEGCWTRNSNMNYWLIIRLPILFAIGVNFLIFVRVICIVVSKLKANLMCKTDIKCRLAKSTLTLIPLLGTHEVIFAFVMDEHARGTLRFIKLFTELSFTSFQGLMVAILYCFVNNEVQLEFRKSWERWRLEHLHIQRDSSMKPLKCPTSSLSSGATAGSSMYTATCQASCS
#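 Assay principle: reduced luminescence from a cAMP-responsive reporter in HEK293 cells co-expressing a constitutively active GLP-1R. Conditions: 24 hr compound incubation, 37 deg C, 5% CO2.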
# aSyn rescue: alpha-synuclein toxicity inhibition in yeast; Yeast expressing alpha-synuclein, growth rescue, BacTiter-Glo, 24 h; Potency, µM (top dose mostly 46.1 µM), for inactives: at the top dose growth rescue (activation), actives largely listed as activators; actives 0.14% (n = 370,000); AID 652106; further: potency means the concentration at half of the fitted maximal effect; % of control where 0% means no effect; nearly all actives have a fitted effect of over 65% in size
#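 Galactose-induced alpha-syn yeast (OD600=0.02, raffinose-pregrown) + pinned cpd, 24 hr, 30 deg C; growth by BacTiter-Glo luminescence. Growth restoration scores as activation.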
# GLP1R ag: GLP-1 receptor (human) agonism; HEK293 GLP-1R CRE-luciferase, luminescence, 4-6 h; cells express a hypersensitive GLP-1R form; P43220; Potency, µM (top dose mostly 45.6 µM), inactives show top-dose activation, usual class: activators; actives 0.007% (n = 380,000); further: potency means the concentration at half of the fitted maximal effect; % of control where 0% means no effect
# PTHR1 ag: activates the human parathyroid hormone receptor PTHR1. Q03431. HEK293 GP2 PTHR1 cells, GloSensor cAMP luminescence, 1 h. Potency, µM (highest dose often 115 µM), for the others: at the highest dose activation, hits mostly activators. actives 0.075% (n = 410,000). AID 743266; further: potency means the concentration at half of the fitted maximal effect; nearly all actives have a fitted effect of over 55% in size; some results filed as inactive show a strong effect at the top dose; inactives centre near -15; many of its hits are not listed in these tables
#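 HEK-293-derived GP2 cells expressing PTHR1 and a GloSensor cAMP reporter, 3,000/well, plated overnight, given luciferin plus IBMX (each 0.5 mM as added) for 1 h at 37 °C, then compound for 1 h at 37 °C. Luminescence was read after 15 min at room temperature.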
# Abeta yeast res: compounds reversing amyloid beta toxicity in yeast. yeast expressing A-beta42, growth rescue, OD600, 48 h; response scale: 0% DMSO, 100% iron-clioquinol control. actives 0.063% (n = 410,000). Potency, µM (highest dose often 46.1 µM), for inactives: top-dose growth rescue, most hits filed as activators; further: potency means the concentration at half of the fitted maximal effect; nearly all actives have a fitted effect of over 55% in size
#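 Yeast growth medium received pinned compounds, then yeast cells expressing toxic A-beta were added; plates incubated at 30 C for 48 hr. Growth read as absorbance at 600 nm, normalized to DMSO and equimolar FeCl3 plus clioquinol controls.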
# Akt phos inh: inhibitors of Akt phosphorylation; Neuro2A IGF-stimulated pAkt S473 HTRF, 20 min; hits give low values; activity change, % for hits at 50 µM; actives 0.32% (n = 360,000); in the data active means activity change below about -80%; inconclusive means mostly about -51% to -80%; further: on the % scale 0 is the no-effect control and ±100 the full control effect
#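 Single-point screen (50 µM final compound) in Neuro2A cells stimulated 20 min with 6 nM IGF at 37 deg C. After lysis, Ser473-phosphorylated Akt read by HTRF (ex 330 nm, em 615/665 nm) as the 665/615 ratio.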
# FUS suppressor: rescues growth of FUS-expressing yeast | S. cerevisiae FUS-expressing, growth rescue, OD600, 24 h | actives 0.24% (n = 390,000) | Potency, µM (titrated, usually from 76.6 µM), for the others: top-dose growth rescue (activation), actives largely listed as activators;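 further: potency means the concentration at half of the fitted maximal effect; plate controls were DMSO vehicle for no effect and reference control for full effect; nearly all actives have a fitted effect of over 55% in size; some results filed as inactive show a strong effect at the top dose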
#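 Toxicity suppression screen in FUS-yeast. Cells induced with 2% galactose, starting OD 0.005, treated 24hr at 30C with compounds at multiple final concentrations; growth by OD600.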
# TDP-43 yeast inh: inhibitors of TDP-43 toxicity in yeast | actives 1.8% (n = 410,000) | Potency, µM (top dose mostly 46.1 µM), inactives show at the highest dose growth rescue (activation), usual class: activators | TDP-43 expressing yeast growth rescue, BacTiter-Glo, 24 h; further: potency means the concentration at half of the fitted maximal effect; % of control where 0% means no effect; nearly all actives have a fitted effect of over 50% in size
#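 Yeast expressing TDP-43 (pregrown in raffinose, seeded at OD600=0.02 in galactose medium) exposed to compounds 24 hr at 30 deg C. Growth read by BacTiter-Glo luminescence; rescue of toxicity appears as increased signal.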
# Active calls of the source: *; i = inactive; ? = inconclusive; . = no result given; [ ] = remark or other dose. Unless noted, the call rests on the fitted dose curve; in most records, active means well fitted curve in the direction sought with a large enough effect; inconclusive means small, poorly fitted or top-dose-only effect, or another doubt; inactive means no such curve, though single readings can be large; an effect the other way counts as inactive or inconclusive. Not all compounds are listed; rates above refer to the full screens.
SMILES	aSyn rescue	TDP-43 yeast inh	PTHR1 ag	Abeta yeast res	GLP1R ag	Akt phos inh	FUS suppressor	GLP1R inv ag	D3 antag
N#Cc1c(N)c(C(=O)c2ccc(Br)cc2)n2c1CCC2	5%	14%	i	-4%	1%	i	-13%	0%	?
CC(C)[C@H](NC(=O)c1ccccc1)C(=O)OCC(=O)NCc1ccc2c(c1)OCO2	-6%	-7%	i	23%	0%	i	-10%	-14%	11
Cc1ccc(N(CCC#N)C(=O)COC(=O)c2ccccn2)cc1	-2%	-2%	i	1%	-1%	i	-5%	6%	-7
COc1cccc(C2C(=O)N(C3CCCCC3)CC(=O)N2Cc2ccc(F)cc2)c1 (stereo unspecified)	5%	-4%	-2%[57.5 µM]	-10%	13%	i	22%	-25%	-27
O=C(NCCC(=O)N1CCCC(C(F)(F)F)C1)c1ccc(Br)cc1 (stereo unspecified)	7%	-29%	i	-23%	-7%	i	16%	-3%	-26
CCCCN(C)S(=O)(=O)c1cc(Br)cc2c1N(C(=O)C1CC1)CC2	-24%	-25%	i	-33%[inhibitor]	12%	i	35%	?	4
COc1ccccc1CC(Cc1nc2ccccc2[nH]1)c1nc2ccccc2[nH]1 (stereo unspecified)	2%	-4%	i	14%	9%	i	16%	?	4
CC1CCCCN1C(=O)CSc1nc(N)nc(N)n1 (stereo unspecified)	0%	-12%	3%	-7%	4%	i	9%	1%	-7
COc1cc(C2c3c(-c4ccccc4O)n[nH]c3C(=O)N2Cc2ccncc2)ccc1O (stereo unspecified)	.	-22%	19%	3%	.	.	0%	6%	.
Cc1cc(/C=C2\SC(=S)NC2=O)c(C)[nH]1	0%	1%	0%	7%	7%	i	38%	3%	-23
COc1ccc2c(c1)C(O)C(CO)C(C(=O)O)C2 (stereo unspecified)	-8%	14%	-42%[inhibitor]	-7%	-5%	i	.	8%	-2
COc1cccc(N=CC2=C(O)CC(C)(C)CC2=O)c1	13%	4%	i	-19%	2%	i	9%	2%	-22
COc1cccc(OCc2nc3ccccc3n2Cc2ccccc2C)c1	.	22µM*	i	?	.	.	37%	?	.
Cc1nn(-c2cc(N3CCCCC3)ccc2[N+](=O)[O-])c(=O)c2ccccc12	6%	3%	-26%[57.5 µM]	15%	2%	i	7%	3%	?
COCCCNC(=O)C1CCN(c2nc3ccc(C)cc3[nH]2)CC1	.	11%	-26%	3%	.	.	4%	1%	.
CC(=O)Nc1sc(C)c(C)c1C(=O)Nc1ccc(C)cc1	1%	-23%	-8%	-5%	-2%	i	15%	60%[activator]	20
CCn1nc(C(=O)Nc2cccc3ccccc23)c(Cl)c1Cl	-4%	16µM*	i	-30%	6%	i	18%	?	-3
CC(C)S(=O)(=O)c1oc(-c2ccc(F)cc2)nc1S(=O)(=O)c1ccccc1	.	13µM*	-94%[inhibitor]	-25%	.	.	2%	?	.
O=C(NNc1cccc(Cl)n1)Nc1ccc(Cl)cc1	-11%	1%	-1%[57.5 µM]	26%	-5%	i	24%	-20%	1
CCc1ccccc1NC(=O)CCNS(=O)(=O)c1ccc2c(c1)CCCC(=O)N2	-3%	13%	i	-14%	-2%	.	4%	5%	.
Cc1ccc(CNC(=O)CN(c2cccc([N+](=O)[O-])c2)S(C)(=O)=O)cc1	-4%	18%	-11%	-15%	3%	i	16%	-8%	10
CC(C)C12CN3CC(C(C)C)(CN(C1)C3c1ccc(OCc3ccccc3)cc1)C2=O (stereo unspecified)	.	16%	-15%	-3%	.	.	-30%	4%	.
COc1cccc(CC(=O)Nc2ccc(-c3nc4ccccc4s3)cc2Cl)c1	.	-6%[9.22 µM]	i	-20%	.	.	-16%	-8%	.
COc1ccc(N2C(=O)CCC(C(=O)Nc3cccc(C)n3)C2c2ccc(OC)c(OC)c2)cc1 (stereo unspecified)	-6%	3%	i	-4%	2%	i	10%	-22%	4
CCc1cccc(CC)c1NC(=S)NCCc1c(C)[nH]c2ccc(C)cc12	12%	27%	25%	17%	-1%	i	?	7.9µM*	?

# Taken from above:
# `N#Cc1c(N)c(C(=O)c2ccc(Br)cc2)n2c1CCC2` in aSyn rescue is listed with 5%
# `CCc1cccc(CC)c1NC(=S)NCCc1c(C)[nH]c2ccc(C)cc12` in aSyn rescue is listed with 12%
# `O=C(NCCC(=O)N1CCCC(C(F)(F)F)C1)c1ccc(Br)cc1` (stereo unspecified) in D3 antag is listed with -26
# `CC1CCCCN1C(=O)CSc1nc(N)nc(N)n1` (stereo unspecified) in Abeta yeast res is listed with -7%
# `COc1ccc(N2C(=O)CCC(C(=O)Nc3cccc(C)n3)C2c2ccc(OC)c(OC)c2)cc1` (stereo unspecified) in FUS suppressor is listed with 10%
# `CC(C)C12CN3CC(C(C)C)(CN(C1)C3c1ccc(OCc3ccccc3)cc1)C2=O` (stereo unspecified) in TDP-43 yeast inh is listed with 16%

# Continuation.
SMILES	aSyn rescue	TDP-43 yeast inh	PTHR1 ag	Abeta yeast res	GLP1R ag	Akt phos inh	FUS suppressor	GLP1R inv ag	D3 antag
COc1cccc2cc(C(=O)N(C)C3CCN(C)CC3)c(=O)oc12	-3%	-5%	i	-5%	17%	i	5%	-3%	29
CC(C)(C)OC(=O)N1CCCN(C(=O)Nc2ccc(C(F)(F)F)cc2)CC1	1%	-2%	-16%	-4%	7%	i	20%	?	8
COc1cccc(NC(=O)CN(c2ccc3c(c2)OCO3)S(C)(=O)=O)c1	1%	-14%	-10%	-2%	6%	i	9%	2%	2
COCCCn1cn[nH]c1=S	0%	19%	-1%	-3%	-1%	i	-52%	-18%	0
COc1ccccc1CNC(=O)N/C=C/c1ccc(Cl)cc1	4%	6%	i	18%	5%	i	18%	-19%	-8
CC1=C(OC(=O)c2ccc(Br)cc2)C(C)(C)C(c2ccccc2)OC1=O (stereo unspecified)	-12%	22%	-19%	11%	-19%	i	-14%	0%	-19
O=C(c1ccc2nc[nH]c2c1)N1CCc2ccccc2C1	-7%	-5%	i	-9%	0%	i	3%	29%	-14
Cc1ccc(NC(=O)Nc2cccnc2)cc1Cl	-4%	-9%	i	3%	11%	i	22%	?	-17
COC(=O)C1CC2=C(CCC2=O)N(c2ccccc2)C1=O (stereo unspecified)	4%	13%	i	2%	4%	i	-31%	12%	21
CC(C)CC(=O)NCC(c1ccc2c(c1)OCO2)N1CCN(c2ccccc2)CC1 (stereo unspecified)	.	11%	-14%	0%	.	.	9%	-6%	.
CCOc1cc2[nH]c(=O)n(Cc3ccc(C(=O)NCCOC)cc3)c(=O)c2cc1OCC	0%	2%	6%	1%	2%	i	27%	13%	-23
COc1cc(C2Nc3ccccc3C(=O)N2c2ccc3c(c2)OCCO3)ccc1OCC(C)C (stereo unspecified)	5%	0%	-16%[57.5 µM]	-14%	-14%	i	10%	?	1
COc1cc2ccccc2cc1C(=O)N(CCN(C)C)c1nc2c(C)cccc2s1	5%	-7%	-38%[inhibitor]	27%	3%	i	-2%	?	-20
Cc1cc(C)c2nc(-c3ccccn3)cc(C(=O)Nn3cnnc3)c2c1	-1%	0%	i	-4%	0%	i	33%	-7%	9
COc1ccc(N=CC2=C(O)c3ccccc3C2=O)cc1	-1%	-6%	?	-16%	1%	i	12%	-46%	1
O=C(NCCN1CCN(Cc2ccc([N+](=O)[O-])cc2)CC1)C(=O)Nc1ccccc1	-5%	0%	28%[57.5 µM]	-8%	-1%	i	-9%	0%	?
CC1CCCCN1S(=O)(=O)c1ccccc1[N+](=O)[O-] (stereo unspecified)	8%	13%	i	9%	-4%	i	.	-12%	9
COc1cc(-c2c(-c3ccc4c(c3)OCO4)noc2-c2ccsc2)ccc1F	5%	16%	-12%	3%	-1%	i	-9%	?	20
COc1ccc(-n2nc([N+](=O)[O-])c(=NCc3cccnc3)n2O)cc1	-5%	-2%	i	-18%	18%	i	.	49%[activator]	9
COC(=O)c1c(N)n(-c2cc(Cl)cc(Cl)c2)c2nc3ccccc3nc12	-1%	7%	i	-2%	9%	.	-18%	18%	.
CCCCCCCCSC1=CC(=O)C(OC)=C(OC)C1=O	3%	8%	-44%[inhibitor]	-59%[inhibitor]	-5%	i	-16%	2%	-106*
O=C(Nc1ccccc1)c1nc[nH]c1C(=O)NCCNC(=O)c1[nH]cnc1C(=O)Nc1ccccc1	10%	4%	i	6%	-2%	i	20%	?	134
O=C(CNC(=O)c1ccco1)NCC(=O)OCc1ccccc1Br	13%	-2%	i	20%	4%	i	-1%	-5%	0
O=C(COC(=O)CSc1cccc2cccc(Cl)c12)Nc1ncc(C(F)(F)F)cc1Cl	0%	?	i	13%	-10%	i	.	12%	-8
CC(C)CCNC(=O)C1CCN(C(=O)c2cc3sccc3n2Cc2ccc(Cl)cc2)CC1	.	-1%	-93%[inhibitor]	-1%	.	.	10%	-28%	.
CCOC(=O)CCc1c(C)c2ccc(OCc3nn[nH]n3)c(C)c2oc1=O	4%	21%	-3%	14%	4%	i	?	0%	-16

# Filtered by structure: the entries above with two or more sulfur atoms.
SMILES	aSyn rescue	TDP-43 yeast inh	PTHR1 ag	Abeta yeast res	GLP1R ag	Akt phos inh	FUS suppressor	GLP1R inv ag	D3 antag
Cc1cc(/C=C2\SC(=S)NC2=O)c(C)[nH]1	0%	1%	0%	7%	7%	i	38%	3%	-23
CC(C)S(=O)(=O)c1oc(-c2ccc(F)cc2)nc1S(=O)(=O)c1ccccc1	.	13µM*	-94%[inhibitor]	-25%	.	.	2%	?	.
